# Screening data deposited in PubChem BioAssay by National Center for Advancing Translational Sciences (NCATS).
# Rhodamine fluor = compound fluoresces in the rhodamine spectral region | max dye-equivalent concentration, M | 59,000 tested, 0.05% active | Rhodamine-region fluorescence, 547/598 nm, Tris buffer; stronger effect = higher value; in the data active means max dye-equivalent concentration above about 11 nM; inconclusive means between about 1.1 nM and that limit
#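 Steps: pin-transfer compounds into pH 8.0 Tris (100 mM), hold 15 min at room temperature, image with a 547/598 nm filter pair, and convert intensities to rhodamine-equivalent concentration using a six-point on-plate rhodamine series.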
# ERK AVP block = inhibitors of vasopressin-stimulated ERK signaling pathway; 72,000 tested, 0.99% active; AID 995; Potency, µM (titrated, usually from 57.5 µM), inactives show at the top dose activity, negative = inhibition, most hits filed as inhibitors; HEK293-V1b, vasopressin-stimulated pERK AlphaScreen; further: potency means the concentration at half of the fitted maximal effect; on the % scale 0 is the no-effect control and ±100 the full control effect; nearly all actives have a fitted effect of over 55% in size
#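 Phosphorylated ERK1/2 detected via AlphaScreen bead proximity in lysates of V1b-expressing HEK293 cells given 25 nM vasopressin for 5 min after 30 min compound exposure (37 °C). AC50 from Hill equation; basal DMSO 0%, vasopressin 100%.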
# Luciferase inh = firefly luciferase inhibition; P08659; purified firefly luciferase, luminescence, 8 min; Potency, µM (series often up to 57.1 µM), without a hit: top-dose activity change, negative = inhibition, actives largely listed as inhibitors; 72,000 tested, 2.2% active; further: potency means the concentration at half of the fitted maximal effect; on the % scale 0 is the no-effect control and ±100 the full control effect; nearly all actives have a fitted effect of over 40% in size
#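 Titration-based qHTS; buffer 50 mM imidazole pH 7.2, 50 mM KCl, 7 mM MgCl2, 10 uM ATP, 0.01% Tween 20, 0.05% BSA; luciferase/luciferin detector mix added after compound; 8 min, ambient; luminescence.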
# TexasRed autofl = Texas Red region autofluorescence | 59,000 tested, 0.06% active | max dye-equivalent concentration, M | AID 587 | Compound fluorescence, Texas Red channel, 547/618 nm; stronger effect = higher value; in the data active means max dye-equivalent concentration above about 10 nM; inconclusive means between about 1.1 nM and that limit
#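 Spectral interference profiling: each compound concentration's relative fluorescence, read with a 547 nm excitation and 618 nm emission filter pair, was normalized to a per-plate Texas Red standard curve.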
# Fluorescein fluor = fluorescein region autofluorescence | Compound autofluorescence, 480/540 nm, fluorescein-equivalent; stronger effect = higher value | max fluorescein-equivalent concentration, M | 59,000 tested, 0.91% active | AID 593; in the data active means max fluorescein-equivalent concentration above about 10 nM; inconclusive means between about 1.1 nM and that limit
#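 Values reflect compound autofluorescence, normalized to fluorescein on the same plate and reported at each tested concentration. Conditions: 100 mM Tris pH 8.0, room temperature, 15 min, excitation 480 nm, emission 540 nm.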
# Casp7 inh = blocks human caspase-7 allosterically or competitively. P55210. recombinant caspase-7, Ac-DEVD-AFC fluorescence rate. Potency, µM (series often up to 57.5 µM), for inactives: at the top dose activity change, negative = inhibition, actives largely listed as inhibitors. 75,000 tested, 0.02% active. AID 889; active means well fitted inhibition curve with a large enough effect in the main read-out, with a control signal flat, not every such curve was filed as active; inconclusive means small, poorly fitted or top-dose-only effect, or a change in a side signal; further: potency means the concentration at half of the fitted maximal effect; % of control where 0% means no effect
# Target sequence (P55210 24-198 limits assumed): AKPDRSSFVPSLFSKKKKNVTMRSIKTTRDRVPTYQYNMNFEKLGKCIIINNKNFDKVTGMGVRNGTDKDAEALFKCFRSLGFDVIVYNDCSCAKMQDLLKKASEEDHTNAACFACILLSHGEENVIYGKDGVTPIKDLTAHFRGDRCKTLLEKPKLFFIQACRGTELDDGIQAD
# Target sequence (P55210 207-303 limits assumed): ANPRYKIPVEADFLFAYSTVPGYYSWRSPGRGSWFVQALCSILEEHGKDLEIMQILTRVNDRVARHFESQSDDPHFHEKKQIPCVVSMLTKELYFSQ
# HADH2 inhib = inhibitors of human HADH2 dehydrogenase. recombinant HADH2, NADH fluorescence, beta-hydroxybutyryl-CoA. Potency, µM (highest dose often 57.1 µM), without a hit: at the highest dose activity change, negative = inhibition, actives largely listed as inhibitors. 73,000 tested, 3.4% active; further: potency means the concentration at half of the fitted maximal effect; on the % scale 0 is the no-effect control and ±100 the full control effect; nearly all actives have a fitted effect of over 60% in size; many of its hits are not listed in these tables
#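 Activity measured as NADH fluorescence gain (360/450 nm), taken as the change between first and last reads of a 4-min kinetic run. Conditions: pH 9.0 Tris buffer, 20 nM E. coli-expressed His-tagged enzyme, 1 mM NAD+, 90 uM beta-hydroxybutyryl-CoA; 15-min compound preincubation.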
# USP2a inh = blocks human ubiquitin-specific protease USP2a | Potency, µM (top dose mostly 38.3 µM), without a hit: at the top dose activity change, negative = inhibition, usual class: inhibitors | 60,000 tested, 0.1% active | O75604 | USP2a enzymatic assay, qHTS inhibition;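 further: potency means the concentration at half of the fitted maximal effect; nearly all actives have a fitted effect of over 60% in size; plate controls were DMSO for no effect and NEM full inhibition control for full effect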
#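 Coupled readout: USP2-cleaved Ub-PLA2 (20nM final) turns over NBD C6-HPC (20uM final), Ex 460nm/Em 535nm after 2.5 h, time-zero read flagging artifacts. Enzyme (20nM final, pH 8.0 Tris) given 30 min RT with compound first; NEM defines full inhibition.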
# HEK293 cAMP ctrl = raises cAMP in parental HEK293 cells, TSHR agonist counter-screen. parental HEK293 CNG cAMP sensor, membrane potential fluorescence. 73,000 tested, 2.5% active. Potency, µM (top dose mostly 57.1 µM), without a hit: top-dose activation, most hits filed as activators; further: potency means the concentration at half of the fitted maximal effect; % of control where 0% means no effect; nearly all actives have a fitted effect of over 55% in size
#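 Parental HEK 293 cells stably expressing a cAMP-gated CNG channel were loaded with membrane potential dye containing 100 uM RO 20-1724 for 60 min. Compound added for 30 min; depolarization read as fluorescence intensity at 590 nm.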
# Tau fil binding = binds recombinant human tau filaments; AID 596; 71,000 tested, 2% active; recombinant tau filaments, thioflavin S fluorescence, 15 h; filaments grown with octadecylsulfate alongside compound; Potency, µM (doses to about 57.1 µM), for the others: at the highest dose activity change, negative = inhibition;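 further: potency means the concentration at half of the fitted maximal effect; on the % scale 0 is the no-effect control and ±100 the full control effect; actives lower thioflavin S fluorescence by blocking filaments or displacing dye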
# Target sequence (P10636 whole entry, looked up): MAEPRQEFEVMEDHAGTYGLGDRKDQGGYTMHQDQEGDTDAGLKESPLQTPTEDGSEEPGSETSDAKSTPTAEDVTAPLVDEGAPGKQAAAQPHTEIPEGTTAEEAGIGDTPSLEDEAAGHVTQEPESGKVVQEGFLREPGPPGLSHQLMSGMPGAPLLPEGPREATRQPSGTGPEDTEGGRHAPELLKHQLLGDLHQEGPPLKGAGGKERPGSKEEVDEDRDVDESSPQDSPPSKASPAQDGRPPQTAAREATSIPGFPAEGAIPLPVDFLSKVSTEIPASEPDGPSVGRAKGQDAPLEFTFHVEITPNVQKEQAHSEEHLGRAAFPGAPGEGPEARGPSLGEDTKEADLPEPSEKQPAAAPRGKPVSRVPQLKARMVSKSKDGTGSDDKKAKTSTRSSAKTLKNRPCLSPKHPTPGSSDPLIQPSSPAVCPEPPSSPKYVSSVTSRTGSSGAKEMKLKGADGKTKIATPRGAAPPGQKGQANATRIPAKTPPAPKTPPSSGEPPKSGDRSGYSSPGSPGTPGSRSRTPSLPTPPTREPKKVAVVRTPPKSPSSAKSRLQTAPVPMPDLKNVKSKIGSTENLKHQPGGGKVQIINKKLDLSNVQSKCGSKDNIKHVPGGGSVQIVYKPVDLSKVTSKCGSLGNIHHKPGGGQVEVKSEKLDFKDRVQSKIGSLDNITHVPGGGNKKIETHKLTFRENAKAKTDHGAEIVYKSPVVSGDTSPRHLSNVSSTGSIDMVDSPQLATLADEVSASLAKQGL
#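 ThS-based fibril read: tau 1 uM final, inducer ODS 30 uM final, 37 C for 15 h, ex 450/em 510 nm.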
# Casp1 inh = blocks human caspase-1 allosterically or competitively. AID 900. P29466. 75,000 tested, 0.03% active. Potency, µM (top dose mostly 57.5 µM), inactives show at the highest dose activity change, negative = inhibition, usual class: inhibitors. Caspase-1 enzyme, Ac-WEHD-AFC fluorogenic rate;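 further: potency means the concentration at half of the fitted maximal effect; plate controls were vehicle for no effect and no substrate for full effect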
# * marks the source's active call; other numbers are inactive results; i = inactive; ? = inconclusive; nt = not tested or not shown; [ ] = dose if it differs, or a comment. Unless noted, the call rests on the fitted dose curve; in most records, active means well fitted curve in the direction sought with a large enough effect; inconclusive means small, poorly fitted or top-dose-only effect, or another doubt; inactive means no such curve, though single readings can be large; an effect the other way counts as inactive or inconclusive.
SMILES,Rhodamine fluor,ERK AVP block,Luciferase inh,TexasRed autofl,Fluorescein fluor,Casp7 inh,HADH2 inhib,USP2a inh,HEK293 cAMP ctrl,Tau fil binding,Casp1 inh
CCOC(=O)N1CCN(C(=O)c2cccc(NC(=O)c3ccco3)c2)CC1,i,5%,1%,?,i,0%,11%,-3%,7%,9%,1%
O=C(COc1ccc(Cl)cc1Cl)NC(=O)N1CCCCC1,i,16%,-24%,i,?,-2%,9%,2%,15%,9%,-1%
O=C(c1cnn2c1NC(c1ccc(Br)cc1)CC2C(F)(F)F)N1CCN2CCCC2C1 (configuration not stated),i,2%,2%,i,?,-4%,10%,36%[activator],24%,-8%,1%
O=C(Nc1ccccc1)N1CCCN(Cc2ccccc2F)C1,i,-25%,-1%,i,i,0%,-2%,3%,11%,-8%,-1%
COc1ccccc1N(CC(=O)NC1CCCC1)C(=O)CCC(=O)Nc1cc(C)on1,i,-4%,-31%,?,?,8%,0%,3%,11%,7%,3%
CCOC(=O)C(NC(=O)c1ccc(OC)cc1)(OCC1(CC)COC1)C(F)(F)F (configuration not stated),i,16%,3%,i,i,-1%,0%,5%,22%,0%,-1%
COc1ccc(NC(=O)c2cc(-c3cc(C)ccc3O)n[nH]2)cc1Cl,i,-3%,-10%,i,i,-2%,1%,6%,15%,nt,1%
COc1ccccc1-c1nc(NCc2cccs2)c2ccccc2n1,i,-24%,0%[2.29 µM],i,i,-3%,-24%,177%[activator],25µM*,2.5µM*,-3%
Cn1c(=O)n(Cc2ccc(F)cc2)c(=O)c2c1nc1n2CCCN1Cc1ccccc1,i,-4%,1%,i,?,-1%,-1%,8%,-10%,-20%,-2%
CCCS(=O)(=O)N1CCN(Cc2ccc(OCc3ccccc3)c(OC)c2)CC1,i,-7%,-1%,i,i,1%,8%,4%,21%,0%,0%
CN(C)S(=O)(=O)c1ccc2oc(SCC(=O)NCC(F)(F)F)nc2c1,i,?,2%,i,i,0%,-6%,-3%,-1%,5%,0%
Cc1csc2ncc(C(=O)NCc3ccco3)c(=O)n12,i,7%,0%,i,i,0%,32µM*,-1%,6%,2%,-1%
O=C(CCN1CCc2ccccc2C1)Nc1ccccc1F,i,-10%,1%,i,?,1%,0%,12%,8%,-2%,1%
CCSc1nc2ccccc2n1CCC(=O)O,i,6%,3%,?,i,0%,9%,-6%,21%,14%,1%
O=C(NCc1ccncc1)C12CC3CC(CC(C3)C1)C2,i,12%,-3%,i,i,1%,-13%,-8%,-24%,4%,-2%
COc1ccc(-c2csc(N3CCN(C(=O)c4ccco4)CC3)n2)cc1,nt,10µM*,-21%,nt,nt,-5%,-9%,nt,4%,12%,-5%
Cc1cccc(-c2noc(CN(C(=O)c3ccc(Br)o3)C(C)C)n2)c1,i,-7%,1%,i,i,-5%,-3%,-14%,?,-10%,-3%
C=CCOC(=O)C1=C(C)NC(=O)NC1C1CC=CCC1 (configuration not stated),nt,-20%,1%,nt,nt,0%,8%,7%,3%,-6%,0%
Cc1cc(NCCCN2CCOCC2)n2ncc(-c3ccccc3)c2n1,i,18%,13µM*,?,i,1%,69%[activator],11%,-8%,-15%,0%
CCOC(=O)N1CCN(C(=O)C(C)(C)Oc2ccc(Cl)cc2)CC1,nt,-3%,-2%,nt,nt,-2%,-1%,nt,22%,0%,-3%
COc1ccc(-c2nnn(CC(=O)N(CC(=O)NCCC(C)C)Cc3cccs3)n2)cc1OC,i,1%,2%,i,i,2%,2%,23%,17%,-6%,-1%
Cc1c(NC(=O)C(C)OC(=O)CC2Sc3ccccc3NC2=O)c(=O)n(-c2ccccc2)n1C (configuration not stated),i,?,0%,i,?,2%,-2%,20%,3%,-5%,-1%
COC(=O)C1C2C=CC3(CN(CC4CCCO4)C(=O)C13)O2 (configuration not stated),i,-24%,-1%,i,i,-7%,3%,19%,0%,9%,-7%
O=C1OCCC1Sc1nc2ccccc2[nH]1 (configuration not stated),i,17%,1%,i,i,-2%,-10%,-7%,6%,2%,1%
O=C(O)C1CCN(S(=O)(=O)c2cccnc2)CC1,i,29%,1%,i,i,-1%,13%,-6%,7%,0%,-2%
COc1cccc(-c2cc(C(=O)Nn3cnnc3)c3ccccc3n2)c1,nt,-27%,3.2µM*,nt,nt,-2%,-1%,nt,12%,7%,0%
Cn1c2ccccc2c2c(C(=O)NCc3ccco3)cn(C3CCCCC3)c(=O)c21,i,0%,-1%,i,i,-6%,5%,32%[activator],?,14%,-5%
CNc1ccc(O)cc1,nt,-11%,nt,nt,nt,-19%,?,nt,27%,20µM*,?
CCCCCCC1=Cc2cc(OC)c(OC)cc2C(C(C(C)=O)C(=O)OC)O1 (configuration not stated),nt,8%[11.5 µM],nt,nt,nt,-4%[11.5 µM],0%[11.4 µM],nt,4%[11.4 µM],nt,-2%[11.5 µM]
CC(=O)Nc1nc(CC(C)C)cc(-c2ccco2)c1C#N,i,12%,2%,i,?,-1%,25µM*,-10%,?,12%,-1%

# An excerpt from above, showing only TexasRed autofl, HEK293 cAMP ctrl and Rhodamine fluor.
SMILES | TexasRed autofl | HEK293 cAMP ctrl | Rhodamine fluor
COc1cccc(-c2cc(C(=O)Nn3cnnc3)c3ccccc3n2)c1 | nt | 12% | nt
C=CCOC(=O)C1=C(C)NC(=O)NC1C1CC=CCC1 (configuration not stated) | nt | 3% | nt

# The listing continues:
SMILES,Rhodamine fluor,ERK AVP block,Luciferase inh,TexasRed autofl,Fluorescein fluor,Casp7 inh,HADH2 inhib,USP2a inh,HEK293 cAMP ctrl,Tau fil binding,Casp1 inh
Fc1cccc2sc(Nc3nnc(-c4ccccc4)o3)nc12,i,-9%,13µM*,i,i,-6%,-19%,16%,-4%,-1%,-4%
O=C(O)c1cc2ccc3ccccc3c2[nH]1,i,-14%,-1%,?,i,-1%,-2%,34%[activator],19%,-12%,-1%
COC(=O)Cn1cc(C(=O)OC)c2ccccc21,i,-12%,-1%,i,i,0%,6%,-1%,0%,4%,0%
O=c1nc2n(c3c4c(sc13)CCC4)CCC2,i,-20%,-2%,i,i,-3%,14%,-1%,2%,3%,0%
Nc1nc2c3ccccc3nc(C3CC3)n2n1,i,?,1%,i,i,-5%,-6%,-10%,3%,-7%,-2%
COc1ccccc1-n1nnnc1S(=O)(=O)Cc1ccc(Cl)cc1,i,21%,4%,i,?,0%,?,-19%,?,-6%,-1%
Cn1ccnc1SCC(=O)N(C1CCCCC1)C1CCCCC1,i,-6%,4%,i,?,-2%,12%,6%,8%,-5%,2%
COC(=O)[C@@H](NC(=O)Nc1ccccc1F)C(C)C,i,5%,-1%,i,i,2%,10%,4%,0%,-2%,-1%
Cc1ccc(C)c(S(=O)(=O)NC(CC(C)C)C(=O)O)c1 (configuration not stated),i,2%,4%,i,i,-1%,0%,0%,3%,-2%,0%
O=c1c(O)c(-c2cccc(O)c2)oc2ccccc12,i,10%,2%[11.4 µM],i,i,-4%,?,nt,4%,?,-3%
CCOc1cc(C)c(Cl)cc1S(=O)(=O)n1nnc2ccccc21,i,20%,1%,i,i,0%,-7%,-9%,24%,44%,-1%
O=C(Cn1cnc2sc(-c3ccccc3)cc2c1=O)NCc1ccco1,i,-8%,-8%,i,?,-11%,-27%,?,-2%,370%,-5%
CC(C)(C)NC(=O)c1sccc1C(=O)O,i,?,2%,i,?,-2%,0%,1%,-1%,0%,2%
COc1ccc(NC(=O)CNc2cccc(C#N)c2)cc1Cl,i,14%,6%,i,?,1%,-4%,24%,-9%,-6%,-1%
O=C(c1cc(C(F)(F)F)cc(C(F)(F)F)c1)N1CCC[C@@]2(CCN(Cc3ccncc3)C2)C1,i,14%,0%[11.4 µM],i,i,-2%,4%,52%[activator],?,-12%,-1%
CCC(=O)Nc1c(C(=O)N2CCCCCC2)cnn1-c1ccc(C)c(C)c1,i,-19%,3%,i,?,-1%,5%,5%,11%,0%,-1%
CCN(CC)S(=O)(=O)c1ccc(Cl)c(C(=O)NC)c1,nt,19%,1%,nt,nt,0%,-8%[11.4 µM],-7%[7.66 µM],4%[11.4 µM],-2%[11.4 µM],0%
O=C(NCc1ccccc1Cl)c1cnn2cccnc12,i,-2%,0%,i,i,0%,-13%,5%,4%,0%,0%
O=C1C2[C@@H](c3ccccc3)N[C@@H](c3ccccc3)C1[C@H](c1ccccc1)N[C@H]2c1ccccc1,i,-25%[11.5 µM],2%[11.4 µM],i,i,-4%[11.5 µM],5%[11.4 µM],nt,1%[11.4 µM],1%[11.4 µM],1%[11.5 µM]
CCCn1c(CNc2ccccc2O)nc2ccccc21,i,?,-4%,i,i,-2%,-26%,14%,-4%,?,-5%
Cc1ccn2cc(C(=O)Nc3ccc4c(c3)OCCO4)nc2c1,i,?,6.3µM*,i,?,0%,9%,3%,6%,2%,-3%

# Not all compounds are listed; count on the stated rates, not on these rows.
